# ssDAF-12 act = S. stercoralis DAF-12 nuclear receptor activators, primary screen, cell-based, luminescence, HEK293, GRIP1 co-expression, lit1-tk-luc. AID 652126, 2013. 1% of 370,000 active. activation, % at 6.8 µM. Nuclear hormone receptor DAF-12 (Strongyloides stercoralis). HEK293 ssDAF-12/GRIP1 lit1-tk-luc reporter; % of 3 µM dafachronic acid response;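 active = activation above the mean over all tested compounds plus 3 SD, cut at about 0.9% in these data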;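 note: 0% = DMSO-only wells and 100% = 3 µM delta7-dafachronic acid wells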
# FXN GAA850 act = FXN promoter activators, primary screen, cell-based, luciferase luminescence, HEK293 lucGAA850; 0.56% of 360,000 active; HEK293 lucGAA850 FXN promoter luciferase reporter, 24 h; percent of 10 µM SAHA response; AID 540364, 2011; activation, % at 6 µM;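 active = activation above the average of all compounds screened plus 3 SD, cutoff fixed separately per campaign, cut at about 7.5% in these data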;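 note: 0% = DMSO wells and 100% = 10 µM SAHA wells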
# PLC-beta3 inh = human PLC-beta3 inhibitors, primary screen, biochemical, fluorescence; Purified PLC-beta3, fluorogenic substrate; 1-phosphatidylinositol 4,5-bisphosphate phosphodiesterase beta-3 (Homo sapiens), Q01970; 0.18% of 370,000 active; inhibition, % at 12.2 µM; in the data active = inhibition above about 11%;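 note: 0% = median of compound wells on plate and 100% = full blocker control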
# hcDAF-12 act = H. contortus DAF-12 nuclear receptor activators, primary screen, cell-based, luminescence, HEK293, lit1-tk-luc reporter; 1.4% of 370,000 active; HEK293 hcDAF-12 lit1-tk-luc reporter; 0% DMSO, 100% Δ7-dafachronic acid; AID 652067, 2013; activation, % at 6.8 µM;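 active = activation above the mean of all tested compounds plus 3 SD, cut at about 5.5% in these data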;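 note: 100% = response to 3 µM Δ7-dafachronic acid high control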
# ADAM10 inh = human ADAM10 inhibitors, primary screen, biochemical, QFRET, HTS; Disintegrin and metalloproteinase domain-containing protein 10 (Homo sapiens), O14672; recombinant ADAM10, EDANS/DABCYL FRET peptide cleavage, 3 h; inhibition, % at 7 µM; 0.62% of 370,000 active; AID 720582, 2013;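 active = inhibition above a per-campaign cutoff equal to the mean of compounds falling between control-based bounds plus 3 SD, cut at about 20% in these data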;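 note: 0% = DMSO wells while the 100% control is not disclosed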
# DAX1 inh-1 = DAX1 (NR0B1) inhibitors, primary screen, cell-based, HEK293, Gal4-DAX1, luciferase luminescence | Nuclear receptor subfamily 0 group B member 1 (Homo sapiens), P51843 | AID 504766, 2011 | HEK293 Gal4-DAX1 luciferase reporter | inhibition, % at 6.75 µM | 0.99% of 340,000 active;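 active = inhibition above the mean over all tested compounds plus 3 SD, cut at about 4.2% in these data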;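 note: 0% = DAX1-transfected cells with DMSO and 100% = empty-vector control cells with DMSO; inhibition shows as a rise in luminescence from relieved DAX1 repression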
# Target sequence (P51843 207-470 limits assumed): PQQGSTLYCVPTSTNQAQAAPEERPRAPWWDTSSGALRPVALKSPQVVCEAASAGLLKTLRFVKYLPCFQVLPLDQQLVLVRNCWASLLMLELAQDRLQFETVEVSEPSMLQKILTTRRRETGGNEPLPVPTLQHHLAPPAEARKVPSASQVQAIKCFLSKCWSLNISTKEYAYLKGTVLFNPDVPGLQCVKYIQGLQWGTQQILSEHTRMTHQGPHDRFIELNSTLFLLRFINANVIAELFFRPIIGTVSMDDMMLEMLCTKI
# DAX1 inh-2 = DAX1 (NR0B1) inhibitors on StAR promoter, primary screen, cell-based, luminescence, SF-1 (NR5A1), full-length DAX-1 | 1.1% of 370,000 active | AID 652010, 2013 | HEK293T StAR-luciferase reporter, SF-1/DAX-1 repression relief | inhibition, % at 6.8 µM;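 active = inhibition above the mean over all tested compounds plus 3 SD, cut at about 3.6% in these data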;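 note: 0% = DAX-1 cells with DMSO and 100% = cells lacking DAX-1 with DMSO; higher inhibition means more luminescence from relief of DAX-1 repression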
# sPLA2-III inh = human group III sPLA2 inhibitors, primary screen, biochemical, QFRET, BODIPY PC-A2 liposome substrate | Group 3 secretory phospholipase A2 (Homo sapiens), Q9NZ20 | QFRET BODIPY PC-A2 liposome hydrolysis, fluorescence | inhibition, % at 12.2 µM | 0.56% of 370,000 active | AID 743126, 2013;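 active = inhibition above mean plus 3 SD of compounds lying within the high and low control bounds, cut at about 19% in these data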;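 note: 0% = median of test compound wells and 100% = no enzyme DMSO wells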
# Target sequence (Q9NZ20 whole entry, looked up): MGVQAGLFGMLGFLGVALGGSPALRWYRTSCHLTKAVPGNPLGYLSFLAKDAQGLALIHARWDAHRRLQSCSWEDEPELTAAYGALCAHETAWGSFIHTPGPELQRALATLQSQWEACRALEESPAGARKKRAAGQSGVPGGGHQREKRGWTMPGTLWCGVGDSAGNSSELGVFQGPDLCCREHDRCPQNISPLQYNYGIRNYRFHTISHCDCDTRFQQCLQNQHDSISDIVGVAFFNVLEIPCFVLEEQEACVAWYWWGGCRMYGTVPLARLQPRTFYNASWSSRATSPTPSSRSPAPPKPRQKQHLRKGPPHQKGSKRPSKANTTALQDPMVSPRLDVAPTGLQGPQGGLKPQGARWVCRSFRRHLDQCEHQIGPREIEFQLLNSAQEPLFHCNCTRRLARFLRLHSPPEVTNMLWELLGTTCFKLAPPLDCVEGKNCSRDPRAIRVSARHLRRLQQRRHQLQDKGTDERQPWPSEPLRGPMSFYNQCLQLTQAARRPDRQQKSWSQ
# hgDAF12 agonist = H. glycines DAF-12 receptor agonists, primary screen, cell-based, luminescence, HEK293, GAL4 fusion, UAS-luciferase. Nuclear hormone receptor DAF-12 (Heterodera glycines), GAL4 fusion. activation, % at 6.8 µM. AID 687014, 2013. 1.8% of 370,000 active. HEK293 GAL4-hgDAF12 UAS-luciferase reporter, agonist luminescence; normalized to butyrate control;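 active = activation above a cutoff set at the mean of all screened compounds plus 3 SD, cut at about 10% in these data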;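 note: 0% = DMSO wells and 100% = sodium butyrate wells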
# PLC-gamma1 inh = PLC-gamma1 enzyme inhibitors, primary screen, biochemical, fluorescence, purified enzyme. fluorogenic substrate. inhibition, % at 12.2 µM. 0.84% of 370,000 active. AID 720700, 2013; in the data active = inhibition above about 9.5%
# ADAM17 inh = ADAM17 inhibitors, primary screen, biochemical, QFRET; Disintegrin and metalloproteinase domain-containing protein 17 (Homo sapiens), P78536; 0.83% of 370,000 active; recombinant ADAM17, EDANS/DABCYL FRET peptide cleavage; AID 720648, 2013; inhibition, % at 6.95 µM;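 active = inhibition above the mean of compounds lying between control limits plus 3 SD, set per campaign, cut at about 8.5% in these data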;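 note: 0% = DMSO-only wells as the low control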
# Starred values were filed as active, the others as inactive; . = not tested or not shown; & = joins results of further samples. Random draw from the library; about 6.9% have a hit in one of these screens.
# Screens in order – ssDAF-12 act	FXN GAA850 act	PLC-beta3 inh	hcDAF-12 act	ADAM10 inh	DAX1 inh-1	DAX1 inh-2	sPLA2-III inh	hgDAF12 agonist	PLC-gamma1 inh	ADAM17 inh
- Cc1oc(-c2ccc(Cl)cc2)nc1CS(=O)CC(=O)NCCCN1CCOCC1 (stereo unspecified)
 : -0.8	0.0	-7	0.2	-3	-0.2	-0.1	3	0.1	-2	-4
- COc1cc(NS(=O)(=O)c2ccc(Br)s2)cc(OC)c1
 : -1.5	0.0	-16	-1.2	4	0.2	-0.3	-16	1.6	-4	-1
- CCOC(=O)c1[nH]cnc1C(=O)N1CCC(C)CC1
 : -0.9	2.0	3	-0.5	6	0.9	0.1	1	0.7	6	2
- COC(=O)CCC(=O)N1CCCC(C(=O)c2ccc(Cl)cc2C)C1 (stereo unspecified)
 : -1.3	0.0	0	0.2	-4	2.8	-0.3	-5	0.9	-1	-2
- CCC(c1nnnn1CCOC)N(Cc1cc2cc(C)c(C)cc2[nH]c1=O)CC1CCCO1 (stereo unspecified)
 : -1.2	-0.5	-428	-0.5	-195	-0.7	0.1	1	-0.9	-303	-52
- O=C(CNc1ccccc1)Nc1cccc2ccccc12
 : -1.5	4.0	-7	1.1	-14	-0.5	-0.3	3	0.3	-5	-4
- O=C(NCCc1ccc(F)cc1)c1ccc(S(=O)(=O)N2CCCC2)cc1
 : -1.1	0.1	-6	-0.9	-4	1.9	0.0	4	1.8	-1	-4
- COc1nc(C)nc2c1sc1nc3c(cc12)COC(C)(C)C3
 : 0.2	2.5	-10	0.3	-80	2.2	3.9*	-1	13*	-8	-29
- CC(CCc1ccccc1)NC(=O)C1CCN(S(=O)(=O)c2ccc(F)cc2)CC1 (stereo unspecified)
 : -0.9	-1.0	3	-1.7	6	0.3	-3.4	-7	-1.7	3	-2
- O=C(Nc1ccccc1)N(Cc1ccccc1)CC(O)C(F)(F)F (stereo unspecified)
 : -0.5	0.6	-2	-0.7	-2	-0.1	-0.8	-3	-1.2	-2	-2
- CCn1cc(C(=O)N[C@H](C(=O)NCCN2CCOCC2)C(C)C)c(=O)c2cc3c(cc21)OCO3
 : -1.2	0.5	-39	0.9	-48	0.6	-0.3	0	-0.7	-21	-18
- CCOC(=O)CN1CCS(=O)(=O)CC1
 : -0.8	-1.5	1	0.8	-9	1.6	-0.3	4	-4.2	2	-4
- Cc1cccc(C)c1-n1nnnc1C1c2ccccc2C(=O)N1CCC(C)C (stereo unspecified)
 : -1.4	.	0	-1.1	-12	.	1.7	9	-1.2	1	-6
- Cc1ccc(S(=O)(=O)CCC(=O)NC2CCCCC2)cc1
 : -0.3	2.0	0	1.4	-6	0.8	0.4	4	1.7	0	-4
- O=C(NCc1ccccc1)c1cc(C2CCCN(C(=O)C3CCCCC3)C2)on1 (stereo unspecified)
 : -1.1	-1.3	3	-1.5	-9	.	-1.5	-3	-2.0	0	-3

# Random excerpt: three entries already listed, in no set order.
# Screens in order – ssDAF-12 act	FXN GAA850 act	PLC-beta3 inh	hcDAF-12 act	ADAM10 inh	DAX1 inh-1	DAX1 inh-2	sPLA2-III inh	hgDAF12 agonist	PLC-gamma1 inh	ADAM17 inh
- COc1nc(C)nc2c1sc1nc3c(cc12)COC(C)(C)C3
 : 0.2	2.5	-10	0.3	-80	2.2	3.9*	-1	13*	-8	-29
- COC(=O)CCC(=O)N1CCCC(C(=O)c2ccc(Cl)cc2C)C1 (stereo unspecified)
 : -1.3	0.0	0	0.2	-4	2.8	-0.3	-5	0.9	-1	-2
- Cc1cccc(C)c1-n1nnnc1C1c2ccccc2C(=O)N1CCC(C)C (stereo unspecified)
 : -1.4	.	0	-1.1	-12	.	1.7	9	-1.2	1	-6

# Additional entries follow.
# Screens in order – ssDAF-12 act	FXN GAA850 act	PLC-beta3 inh	hcDAF-12 act	ADAM10 inh	DAX1 inh-1	DAX1 inh-2	sPLA2-III inh	hgDAF12 agonist	PLC-gamma1 inh	ADAM17 inh
- O=C(NCCCN1CCOCC1)c1cccnc1
 : -0.4	0.8	0	1.7	-3	-1.3	0.0	3	-2.6	-2	-1
- O=C(NNC(=O)c1cccc2ccccc12)c1ccc(Cl)cc1Cl
 : -0.3	1.0	4	0.8	-4	-0.4	0.3	-18	-0.4	1	-3
- COC(=O)c1scc(C)c1N/N=C(\C)c1cc(F)c(Cl)cc1F
 : 0.2	1.9	1	1.6	4	1.0	-0.4	4	1.3	0	0
- COc1ccc(-c2ccc(SC)nn2)cc1
 : -0.8	-4.7	-18	5.3	-19	-2.8	4.4*	6	5.2	-4	-6
- Cc1ccc(OCC(=O)NNC(=O)C(=O)N2CCCC2)c(C)c1
 : -0.7	0.4	3	-0.3	5	0.4	0.6	3	-1.9	2	0
- Cc1nc2ccccc2c2oc(C(=O)NCCCN3CCCC(C)C3)cc12 (stereo unspecified)
 : -1.3	1.6	-6	2.6	-2	1.2	2.5	-3	2.2	1	-1
- CCn1c(CNc2ccc(C)cc2C)nnc1SCC(=O)N1CCCc2ccccc21
 : -0.9	-5.0	1	-2.4	-4	-1.4	-0.5	-2	-1.6	0	-2
- CCN1CCN(c2ccc(S(=O)(=O)N3CCCCC3)cc2NC(=O)Cc2ccccc2)CC1
 : -0.9	1.4	1	-1.6	2	3.1	0.2	-1	0.4	3	-3
- Cc1ccc(S(=O)(=O)N2CC(C(=O)O)=CC[C@H]2c2ccc3c(c2)OCO3)cc1
 : -0.9	1.5	-6	-1.4	-11	0.3	-0.6	-4	3.2	-5	-4
- COc1ccc(/C=N\NC(=O)CC(=O)Nc2cccc(Cl)c2)cc1OC
 : -1.0	1.5	5	-1.1	1	-2.0	-0.1	-26	2.4	4	-1
- CCCc1nnc2c(N(C)S(=O)(=O)c3ccccc3)nc3ccccc3n12
 : -0.7	2.8	0	-0.4	-11	-0.2	0.0	13	-0.9	2	1
- CCn1nc(NC(=O)c2ccccn2)c2cc3cc(C)ccc3nc21
 : -1.1	1.1	-213	-0.5	-48	-0.4	0.0	-4	0.3	-172	-17
- Cc1ccc(-c2nnc(-n3ncc(C#N)c3N)c3ccccc23)cc1C
 : -1.4	1.8	6	2.8	-3	1.0	-0.4	-5	-0.2	3	-3
- Cc1cccc2cc(COC(=O)c3ccccc3)c(=O)[nH]c12
 : -0.8	-0.5	-1	0.0	3	0.4	0.8	5	0.6	-2	-7
- CCCCCc1c(C)nc(N2CCOCC2)[nH]c1=O
 : -1.1	1.7	3	-1.4	2	-0.2	-0.6	-3	2.1	-3	-3

# Next entries
# Screens in order – ssDAF-12 act	FXN GAA850 act	PLC-beta3 inh	hcDAF-12 act	ADAM10 inh	DAX1 inh-1	DAX1 inh-2	sPLA2-III inh	hgDAF12 agonist	PLC-gamma1 inh	ADAM17 inh
- O=C(NCc1ccco1)C1Cc2c(-c3ccccc3Oc3ccccc3)ccnc2O1 (stereo unspecified)
 : -1.8	-0.1	0	3.7	6	.	0.7	-1	-1.2	0	-4
- O=S(=O)(c1ccc(Cl)cc1)c1cnc(-c2cccnc2)nc1-c1ccccc1
 : -0.8	-1.3	5	0.8	0	-0.1	1.3	3	-0.6	0	-4
- CC(=O)N(O)CCCCCNC(=O)CCC(=O)N(O)CCCCCNC(=O)CCC(=O)N(O)CCCCCN
 : -1.2&-1.1	0.4&-1.4	4&-4	-1.2&-4.1	-2&-2	3.4&-0.9	-0.7&-1.8	7&10	-1.3&-4.9	4&2	0&-6
- Cc1ccc(C(=O)N2CCCC(Nc3ccc(F)c(F)c3)C2)cn1 (stereo unspecified)
 : -1.1	1.4	-6	-1.5	4	0.0	-1.0	1	-2.7	2	-1
- CC(Sc1nc2ccccc2c(=O)n1Cc1ccco1)C(=O)c1ccccc1 (stereo unspecified)
 : -0.2	0.9	3	-0.4	6	-0.2	-0.1	1	0.1	1	-3
- Cc1cc(C)c2nc(SCC(=O)NCCC3=CCCCC3)cc(C)c2c1
 : -1.6	2.8	-6	-2.2	-9	-0.3	-0.8	21*	-0.6	1	-1
- COc1ccc(C(C)=O)cc1CSc1nnc(Nc2ccc(C)cc2C)s1
 : -1.9	0.1	0	-4.0	-1	0.0	0.0	-23	-1.6	3	0
- COC(=O)c1cc(C#N)c(N2CCOCC2)nc1C
 : -1.4	1.7	-1	-1.4	-4	0.6	-1.0	-2	-1.8	1	-2
- Cc1cc(C)nc(NS(=O)(=O)c2ccc(NC(=O)Cc3ccc(F)cc3)cc2)n1
 : -0.6	0.7	1	-0.4	-13	1.2	0.5	5	-0.2	-2	-1
- C/C(N)=C(/C#N)C(=O)CSc1nc2ccccc2c(=O)n1CCCO
 : -1.1	1.1	4	-0.8	3	-0.5	-0.3	1	-4.3	0	3
- O=C(CCCSc1nc2ccccc2[nH]1)NC1=NCCS1
 : -0.9	-0.5	0	-0.2	-5	0.9	-0.6	-9	4.8	-1	-5
- Cc1ccc(NC(=O)C(C)NS(=O)(=O)c2ccc(F)cc2)cc1C (stereo unspecified)
 : -0.3	1.6	4	-1.1	-3	0.7	0.2	-8	0.5	-1	-2
- COc1cccc(C2=NNC(=NCc3ccccc3)SC2)c1
 : -0.8	-1.0	-10	0.7	4	0.1	2.4	-4	13*	-3	-1
- COCCCNC(=O)/C=C1\Sc2ccccc2N(Cc2ccccc2F)C1=O
 : -0.8	2.9	-71	-2.0	-4	3.1	0.0	-4	6.4	-43	-2
- COc1cccc(-c2nc(NCC3CCCO3)c3ccccc3n2)c1O (stereo unspecified)
 : -1.3	1.6	1	-1.6	5	-2.8	-3.0	-18	-4.0	-1	-2
- O=C(OC12CCCN(C1)/C(=C/c1ccncc1)C2)c1ccc(F)cc1 (stereo unspecified)
 : -1.7	.	-8	-3.0	2	.	-2.0	8	-0.9	-4	1
- O=C1c2ccccc2C(=O)c2c1ccc1c(=O)n(-c3ccccc3)[nH]c21
 : -0.8	0.5	-4	-1.5	-1	-1.5	-0.5	26*	-2.8	4	-2
- CCN(C(=O)COC(=O)/C=C/c1c(C)nn(Cc2ccc(C)cc2)c1C)C1CCS(=O)(=O)C1 (stereo unspecified)
 : -1.0	0.9	2	0.9	5	-0.8	-0.4	2	-3.3	-1	-1

# Bioassay records (PubChem)
